Screening results from PubChem BioAssay.
N370S GC: qHTS Assay for Inhibitors and Activators of N370S glucocerebrosidase as a Potential Chaperone Treatment of Gaucher Disease | N370S GC spleen homogenate, 4MU-glucoside fluorescence | Potency, µM (doses to about 59.4 µM), for inactives: at the top dose activity change, negative = inhibition, most hits filed as inhibitors | 330,000 compounds, 0.092% hits | Lysosomal acid glucosylceramidase (Homo sapiens), P04062 | AID 2101, 2009;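 further: 0% = full enzyme activity and -100% = no enzyme basal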
FEN1 inhibitor: qHTS Assay for the Inhibitors of Human Flap endonuclease 1 (FEN1); P39748; Recombinant FEN1 flap cleavage, fluorescence, 15 min; Potency, µM (series often up to 114 µM), for inactives: at the highest dose activity change, negative = inhibition, hits mostly inhibitors; 390,000 compounds, 0.35% hits; AID 588795, 2011; further: nearly all actives have a fitted effect of over 65% in size
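Nuclease activity of 10 nM FEN1 was measured after 15 min of room-temperature exposure to titrated compounds, by adding 50 nM flap substrate and reading plates at 0 and 15 min.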
KAT2A inh: qHTS Assay for Inhibitors of GCN5L2. Histone acetyltransferase KAT2A (Homo sapiens), Q92830. GCN5L2 HAT assay, ThioGlo1 CoA-SH fluorescence. Potency, µM (doses to about 58.9 µM), for inactives: at the highest dose activity change, negative = inhibition, most hits filed as inhibitors. 390,000 compounds, 0.21% hits
Target sequence (Q92830 whole entry, looked up): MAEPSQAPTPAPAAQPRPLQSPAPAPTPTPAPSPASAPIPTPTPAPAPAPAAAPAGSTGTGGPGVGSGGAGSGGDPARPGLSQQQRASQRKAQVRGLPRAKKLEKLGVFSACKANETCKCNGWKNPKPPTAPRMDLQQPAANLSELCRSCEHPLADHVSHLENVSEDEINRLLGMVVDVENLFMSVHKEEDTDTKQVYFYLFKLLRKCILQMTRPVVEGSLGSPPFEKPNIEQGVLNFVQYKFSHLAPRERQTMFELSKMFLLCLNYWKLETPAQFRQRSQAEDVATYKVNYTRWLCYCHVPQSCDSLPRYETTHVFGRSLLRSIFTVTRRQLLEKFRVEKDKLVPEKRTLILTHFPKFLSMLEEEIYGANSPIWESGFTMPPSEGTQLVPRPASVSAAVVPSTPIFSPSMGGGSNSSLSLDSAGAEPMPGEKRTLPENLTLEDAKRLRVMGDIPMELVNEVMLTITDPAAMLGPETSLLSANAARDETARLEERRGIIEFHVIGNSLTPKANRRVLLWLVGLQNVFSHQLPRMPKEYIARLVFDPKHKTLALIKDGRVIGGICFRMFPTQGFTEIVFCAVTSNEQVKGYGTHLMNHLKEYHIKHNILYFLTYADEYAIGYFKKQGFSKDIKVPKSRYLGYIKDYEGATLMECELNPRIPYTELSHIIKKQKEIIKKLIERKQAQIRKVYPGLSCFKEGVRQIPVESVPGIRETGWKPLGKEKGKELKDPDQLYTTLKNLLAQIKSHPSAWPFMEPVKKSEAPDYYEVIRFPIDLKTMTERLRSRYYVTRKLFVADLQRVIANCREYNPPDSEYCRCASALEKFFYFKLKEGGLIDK
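GCN5L2 (20nM final) in 50mM HEPES, 0.1mM EDTA pH 7.5, 0.01% Tween-20 was preincubated 15 min at room temperature with compound, then given ThioGlo1 (50uM), H3(1-25) peptide (75uM) and acetyl-CoA (70uM); CoA-thiol fluorescence (Ex340/Em540) was read at 0 and 20 min.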
Active calls of the source: *; ? = inconclusive; nt = not tested or not shown; & = joins results of further samples. The call rests on the fitted dose curve; in most records, active means well fitted curve in the direction sought with a large enough effect; inconclusive means small, poorly fitted or top-dose-only effect, or another doubt; inactive means no such curve, though single readings can be large; an effect the other way counts as inactive or inconclusive. Unless noted, on the % scale 0 is the no-effect control and ±100 the full control effect; potency means the concentration at half of the fitted maximal effect. Compounds were not picked by outcome, and some 0.54% of all compounds hit somewhere here.

#	Compound	N370S GC	FEN1 inhibitor	KAT2A inh
1	O=C1CCCc2c1nc(-c1cccc(Cl)c1)n2O	3%	-1%	-20%
2	Cc1nc(C)n(CC(=O)N2CCCC(C(=O)c3ccc(C(F)(F)F)cc3)C2)n1 (stereo not drawn)	9%	8%	3%
3	COc1cc(OC)cc(C(=O)NC2CCSC2=O)c1 (stereo not drawn)	7%	-5%	1%
4	CCCCOCCCNC(=O)c1cccc(OC)c1	0%	0%	-1%
5	CCOC(=O)C(NC(=O)c1cccc(Cl)c1)(OCc1ccccc1)C(F)(F)F (stereo not drawn)	0%	?	-9%
6	CN(Cc1ccccc1)S(=O)(=O)c1nnc(NC(=O)c2ccccc2F)s1	-7%	15%	-9%
7	Cc1cc(C)c2nc(-c3ccco3)cc(C(=O)O)c2c1	?	?	?
8	CCC(C)(C)NC(=O)Cn1c(-c2ccccc2)cc(C(C)=O)c1C	-19%	1%	-2%
9	CCC/C(C#Cc1ccsc1)=C1/c2ccccc2C(=O)N1c1ccccc1	nt	-14%	-21%
10	CCOC(=O)c1cnc2scnn2c1=O	-1%	-1%	-4%
11	COC(=O)C(CC(C)C)Oc1ccc2c(C)cc(=O)oc2c1 (stereo not drawn)	8%	-15%	-10%
12	Cc1cc(C(F)(F)F)nn1-c1nc(-c2ccccc2)cc(C(F)(F)F)n1	nt	-16%	-11%
13	Cc1nn(C(C)C(=O)NCCCN2CCCCCC2)c(=O)c2cc3sccc3n12 (stereo not drawn)	-2%	-21%	-27%
14	COc1cc(OC)cc(C(=O)NC(c2ccccc2)c2ccccc2)c1	13%	-5%	-1%
15	NNC(=O)c1ccc(Cn2cc(Br)c(N)n2)cc1	4%	-10%	2%
16	CCOc1ccc(NC(=O)CN(C)C(=O)c2ccc(N3CCCCC3)c([N+](=O)[O-])c2)cc1OCC	-7%	1%	2%
17	COc1ccc2c(CNCc3ccccc3OC)c(C(=O)O)n(Cc3ccc(F)cc3Cl)c2c1	nt	2%	-6%
18	CCN1CCN(CCCNC(=O)c2ccc3c(c2)NC(=O)/C(=C\c2cccc(C)c2)S3)CC1	?	-8%	1%
19	C=C(C)C1CC=C(C)/C(=N/NC(=S)Nc2ccccc2)C1 (stereo not drawn)	17%	0%	1%
20	O=C(OCc1c(F)cccc1Cl)c1cccnc1Cl	7%	-14%	-3%

Random excerpt: 2 compounds from above
#	Compound	N370S GC	FEN1 inhibitor	KAT2A inh
8	CCC(C)(C)NC(=O)Cn1c(-c2ccccc2)cc(C(C)=O)c1C	-19%	1%	-2%
13	Cc1nn(C(C)C(=O)NCCCN2CCCCCC2)c(=O)c2cc3sccc3n12 (stereo not drawn)	-2%	-21%	-27%

The list continues.
#	Compound	N370S GC	FEN1 inhibitor	KAT2A inh
21	COc1ccccc1N1C(=O)[C@@H]2[C@H](C1=O)[C@H](C(=O)c1ccc(OC(C)=O)cc1)N1N=CC=C[C@@H]21	-23%	2%	-5%
22	CCOC(=O)c1cnn(-c2ccccc2)c1NC(=O)c1ccc(C)cc1	2%	-12%	0%
23	Cc1nnsc1C(=O)Nc1ccc(Cl)cc1Cl	12%	2%	-12%
24	O=C(CN1C(=O)c2ccccc2S1(=O)=O)c1ccccc1	3%	-10%	-2%
25	Cc1cccc(NC(=O)C(=O)NCC(c2cccnc2)N2CCc3ccccc3C2)c1C (stereo not drawn)	nt	-3%	-7%
26	Cc1cccc(N2C(=O)c3ccc(C(=O)Nc4cccc(C(=O)O)c4)cc3C2=O)c1	-6%	-4%	-1%
27	CC1Cc2ccccc2N1C(=O)CSc1nn2c(=O)c(C(C)(C)C)nnc2s1 (stereo not drawn)	?	-9%	-4%
28	COc1cc(NC(=O)C2C3C=CC(C3)C2C(=O)O)ccc1NC(=O)c1ccccc1 (stereo not drawn)	1%	-3%	-30%
29	COc1cccc(-c2nc(C(N)=O)c3[nH]c(=O)n(-c4cccc(Cl)c4)c3n2)c1OC	3%	5%	2%
30	COc1ccc(/C=C/C(=O)Nc2cc(=O)n(C)c(=O)n2C)cc1	-3%	-1%	23%
31	CS(=O)(=O)c1ccc(-c2cccc(NC(=O)COc3ccccc3)c2)nn1	-1%	12%	-6%
32	Cc1ccccc1SCC(=O)NNC(=O)c1ccccc1O	-1%	13%	-3%
33	CCOc1ccc(Nc2c(S(=O)(=O)c3ccc(Cl)cc3)cnc3ccc(OCC)cc23)cc1	nt	0%	-11%
34	O=C(NCCc1ccccc1)C1CCCN1S(=O)(=O)c1cccc2nsnc12 (stereo not drawn)	6%	-6%	-2%
35	CC1CC(C)CN(C(=O)c2cccc3c2-c2ccccc2C3=O)C1 (stereo not drawn)	-2%	-1%	-13%
36	COC(=O)c1ccc(COC(=O)CNC(=O)c2ccc(C)s2)cc1	nt	1%	-1%
37	Cc1cc(NC(=O)Cn2cnc3c(nnn3-c3cccc(F)c3)c2=O)no1	-2%	1%	-5%
38	O=C(Cc1nc(-c2ccc([N+](=O)[O-])cc2)cs1)Nc1ccccc1	8%	3%	?
39	Cc1ccc(OCCNC(=O)c2ccc3c(c2)OCO3)cc1	0%	-9%	0%
40	CCC(C)NC(=O)c1ccc(NC(=O)CC2SC(N3CCCCC3)=NC2=O)cc1 (stereo not drawn)	nt	7%	-4%

Arranged by heavy-atom count (smallest number first): part of the list above
#	Compound	N370S GC	FEN1 inhibitor	KAT2A inh
23	Cc1nnsc1C(=O)Nc1ccc(Cl)cc1Cl	12%	2%	-12%
20	O=C(OCc1c(F)cccc1Cl)c1cccnc1Cl	7%	-14%	-3%
24	O=C(CN1C(=O)c2ccccc2S1(=O)=O)c1ccccc1	3%	-10%	-2%
32	Cc1ccccc1SCC(=O)NNC(=O)c1ccccc1O	-1%	13%	-3%
30	COc1ccc(/C=C/C(=O)Nc2cc(=O)n(C)c(=O)n2C)cc1	-3%	-1%	23%
38	O=C(Cc1nc(-c2ccc([N+](=O)[O-])cc2)cs1)Nc1ccccc1	8%	3%	?
22	CCOC(=O)c1cnn(-c2ccccc2)c1NC(=O)c1ccc(C)cc1	2%	-12%	0%
31	CS(=O)(=O)c1ccc(-c2cccc(NC(=O)COc3ccccc3)c2)nn1	-1%	12%	-6%
34	O=C(NCCc1ccccc1)C1CCCN1S(=O)(=O)c1cccc2nsnc12 (stereo not drawn)	6%	-6%	-2%
40	CCC(C)NC(=O)c1ccc(NC(=O)CC2SC(N3CCCCC3)=NC2=O)cc1 (stereo not drawn)	nt	7%	-4%
26	Cc1cccc(N2C(=O)c3ccc(C(=O)Nc4cccc(C(=O)O)c4)cc3C2=O)c1	-6%	-4%	-1%
25	Cc1cccc(NC(=O)C(=O)NCC(c2cccnc2)N2CCc3ccccc3C2)c1C (stereo not drawn)	nt	-3%	-7%
33	CCOc1ccc(Nc2c(S(=O)(=O)c3ccc(Cl)cc3)cnc3ccc(OCC)cc23)cc1	nt	0%	-11%
21	COc1ccccc1N1C(=O)[C@@H]2[C@H](C1=O)[C@H](C(=O)c1ccc(OC(C)=O)cc1)N1N=CC=C[C@@H]21	-23%	2%	-5%

Additional records follow.
#	Compound	N370S GC	FEN1 inhibitor	KAT2A inh
41	Oc1c(N=NC(=S)Nc2ccccc2F)c2ccccc2n1Cc1ccc(F)cc1	-4%	5%	-6%
42	Cc1cc(C)c2nc(NC(=O)c3ccc4c(c3)OCO4)sc2c1	-14%	-3%	-6%
43	COc1ccc(CCNC(=O)C2CCN(C(=O)c3ccc(F)cc3)CC2)cc1	-5%	19%	-18%
44	CSc1nnc(NC(=O)C2CCCCC2)s1	-26%	14%	-2%
45	Cc1ccc(S(=O)(=O)N2CCN(C(=O)CN3C(=O)c4ccc([N+](=O)[O-])cc4C3=O)CC2)c(C)c1	-9%	-9%	2%
46	CCCCc1cc(=O)oc2cc(OCC(=O)NC3CCN(Cc4ccccc4)CC3)ccc12	0%	20%	-5%
47	CC1(C)Cc2c(C#N)c(N3CCOCC3)nc(-c3ccccc3)c2CO1	17%	-3%	-6%
48	CCOc1ccc(OCC(=O)N(C)c2c(N)n(Cc3ccccc3)c(=O)[nH]c2=O)cc1	-9%	-2%	1%
49	CCOCc1nnc(NC(=O)c2cc(OC)c(OC)cc2[N+](=O)[O-])s1	-7%	1%	-10%
50	Fc1ccccc1N1CCN(c2ncc3c(n2)CCN(Cc2ccc(Br)s2)C3)CC1	nt	4%	-6%
51	CCOC(=O)c1ccc(Nc2ccc(-c3ccc(OC)c(OC)c3)nn2)cc1	5%	-3%	-6%
52	Cc1ccc(C)c(N=Cc2c(O)c3ccccc3oc2=O)c1	-13%	7%	0%
53	COC(=O)N1CCC2(CCN(Cc3ccccc3)CC2)CC1	-1%	nt	-1%
54	CCn1nnnc1SCC(=O)N1CCCCC1	0%	4%	-17%
55	Cc1c(NC(=S)NC(=O)c2sc3ccccc3c2Cl)cccc1C(=O)O	-27%	1%	-15%
56	COc1ccccc1-c1ccc(NC2CCCC2)nn1	3%	-13%	-7%
57	O=C1c2cccc3c([N+](=O)[O-])ccc(c23)C(=O)N1c1ccccn1	nt	-12%	0%
58	CCN(CC)c1nc(SCCOC(=O)Nc2ccccc2)nc(N(CC)CC)n1	21%	-21%	-15%
59	c1nc(N2CCNCC2)c2cc(-c3ccoc3)ccc2n1	-1%	nt	-18%
60	O=C(CSc1ccc(-c2ccco2)nn1)c1cccc([N+](=O)[O-])c1	-4%	-30%	-6%

#	Compound	N370S GC	FEN1 inhibitor	KAT2A inh
61	CN(C)CCNc1cc(-c2ccncc2)nc2ccccc12	-4%	?	0%
62	COc1ccc(NC(=O)N2CCCc3cccc(C)c32)cc1	14%	13%	-8%
63	O=S(=O)(NCc1cc(-c2ccccc2Cl)no1)c1ccccc1	4%	-8%	-13%
64	N#C/C(=C\c1ccccc1)C(=O)NCCN1CCOCC1	-8%	7%	-6%
65	CC(Sc1nncs1)C(=O)NC1CCCCC1C (stereo not drawn)	-2%	3%	-25%
66	COC(=O)C(NS(=O)(=O)CCl)C(C)C (stereo not drawn)	-5%	-11%	nt
67	CCOC(=O)N1CCN(C(=O)CN2C(=O)c3ccccc3S2(=O)=O)CC1	-1%	2%	-3%
68	Cn1nc(NC(=O)C2CCC2C(=O)O)c2c(F)cccc21 (stereo not drawn)	3%	16%	-8%
69	CCCCN(C(=O)CCSc1ccc(F)cc1)c1c(N)n(Cc2ccccc2)c(=O)[nH]c1=O	2%	0%	-2%
70	Nc1nc2nc(-c3ccccc3)cc(=O)n2[nH]1	-4%	-1%&6%	-3%
71	CCSc1nnc(NC(=O)CSc2nnc(Cc3cccn3C)n2CCc2ccccc2)s1	2%	10%	-5%
72	Cn1c(NC(=O)c2ccccc2NC(=O)C(C)(C)C)nc2ccccc21	-5%	1%	-20%
73	CCOC(=O)c1sc2nc(C)cc(C)c2c1N	17%	-17%	-20%
74	CCCC(=O)Nc1ccc(NC(=O)c2ccccc2OC)cn1	2%	1%	2.2µM*
75	COCCSc1nnc(NS(=O)(=O)c2ccc(C)cc2)s1	-15%	-4%	-2%
76	Cc1noc(C)c1NC(=O)Nc1cccc2c1O[C@H](CN(C)S(=O)(=O)c1ccc(F)cc1)[C@@H](C)CN([C@H](C)CO)C2=O	nt	22%	-2%
77	CC1(C)S/C(=N/N=C/c2cccs2)NC1=O	-10%	-3%	-1%
78	Cc1cc(=O)[nH]c(NN=C2CCC(C(C)(C)C)CC2)n1 (stereo not drawn)	-6%	17%	-6%
79	COc1ccc(N2CCN(C(=O)c3cc(=O)c4cc(C)ccc4o3)CC2)cc1	-22%	2%	0%
80	CC1=C2C(CCS2(=O)=O)CC2(C1)C(=O)OC(C)(C)OC2=O (stereo not drawn)	-1%	-10%	1%
